FLuc act counter = firefly luciferase counter-screen for stimulation assays. P08659. ATPlite luciferase biochemical, luminescence, 10 min; 0 = ATP-free wells, 1 = DMSO control. activation factor at 10 µM. 200,000 tested, under 10 active;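 active = luciferase activation factor, scaled between plate controls, of at least 2 with compound at 10 µM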
Target sequence (P08659 whole entry, looked up): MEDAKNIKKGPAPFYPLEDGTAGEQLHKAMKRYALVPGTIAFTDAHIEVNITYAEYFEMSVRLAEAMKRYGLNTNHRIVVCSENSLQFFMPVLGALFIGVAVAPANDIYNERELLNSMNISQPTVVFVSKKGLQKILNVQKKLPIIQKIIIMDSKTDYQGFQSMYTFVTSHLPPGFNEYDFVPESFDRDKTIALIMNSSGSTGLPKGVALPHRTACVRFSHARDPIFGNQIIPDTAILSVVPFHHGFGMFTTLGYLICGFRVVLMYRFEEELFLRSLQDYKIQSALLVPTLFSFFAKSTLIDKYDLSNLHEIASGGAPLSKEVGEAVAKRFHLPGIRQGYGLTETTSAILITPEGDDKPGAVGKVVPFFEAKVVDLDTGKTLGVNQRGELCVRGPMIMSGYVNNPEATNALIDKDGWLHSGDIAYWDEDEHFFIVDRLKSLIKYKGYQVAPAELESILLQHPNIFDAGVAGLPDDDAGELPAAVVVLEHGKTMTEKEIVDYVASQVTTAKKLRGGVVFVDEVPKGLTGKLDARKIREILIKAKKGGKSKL
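Assay system – cell-free luciferase reagent · Medium – PBS-based ATP solution · Dosing – test compounds dosed from 2 mM stocks in 100% DMSO · Timing – 10 min, room temperature · Technique – light output (luminescence) · Measure – luminescence gain marking luciferase activators · Controls – No-ATP low control, compound-free enzyme-plus-ATP high control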
bIAP activator = increases bovine intestinal alkaline phosphatase activity | purified bovine IAP, CDP-star luminescence, 30 min; stronger effect = higher value; fold of DMSO-control signal, blank-subtracted | activation factor at 20 µM | 200,000 tested, 0.17% active;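 active = activation factor of 2 or more at 20 µM, a signal rise over negative controls twice the positive control's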
PMI activator = phosphomannose isomerase (human) activation. activation factor at 20 µM. 190,000 tested, 0.005% active. purified human PMI, coupled resazurin fluorescence, 20 min; stronger effect = higher value; 1 = vehicle control, 0 substrate-free wells;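 active = activation factor of 2 or more at 20 µM, relative to plate controls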
TNAP inh hi DEA = TNAP (human) inhibition, high acceptor; 200,000 tested, 0.03% active; inhibition, % at 20 µM; purified TNAP, CDP-star luminescence, 1 M DEA;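 active = over 50% inhibition of tissue-nonspecific alkaline phosphatase at 20 µM in the single-dose screen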;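 also: plate controls were DMSO wells for no effect and EDTA-quenched wells as full inhibition for full effect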
Target sequence (P05186 whole entry, looked up): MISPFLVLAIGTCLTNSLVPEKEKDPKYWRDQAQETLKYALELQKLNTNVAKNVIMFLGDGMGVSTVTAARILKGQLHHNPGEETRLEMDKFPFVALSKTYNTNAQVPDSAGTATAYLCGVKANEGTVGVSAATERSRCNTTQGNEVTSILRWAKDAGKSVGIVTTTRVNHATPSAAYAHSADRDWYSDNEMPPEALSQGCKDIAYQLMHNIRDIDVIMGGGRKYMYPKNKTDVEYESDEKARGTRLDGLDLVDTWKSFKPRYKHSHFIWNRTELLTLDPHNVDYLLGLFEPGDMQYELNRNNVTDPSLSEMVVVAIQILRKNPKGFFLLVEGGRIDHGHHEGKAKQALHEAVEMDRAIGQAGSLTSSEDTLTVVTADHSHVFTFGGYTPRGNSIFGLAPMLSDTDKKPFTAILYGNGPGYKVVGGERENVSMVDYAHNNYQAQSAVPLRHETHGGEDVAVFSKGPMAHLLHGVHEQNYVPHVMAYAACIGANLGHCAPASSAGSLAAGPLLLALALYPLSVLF
APP 5'UTR act = activates APP 5'UTR luciferase reporter. 190,000 tested, 1% active. AID 1276. SH-SY5Y APP 5'UTR luciferase reporter, luminescence; zero percent = DMSO vehicle wells. activation, % at 2 µM;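 active = activation above a set limit, based on mean plus 3 SD of controls, cut at about 140% in these data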; also: values of inactives mirror those of a sister screen read the other way
FLuc inh counter = Photinus pyralis luciferase inhibition counter-screen | P08659 | ATPLite firefly luciferase biochemical luminescence, 10 min | inhibition, % at 10 µM | 200,000 tested, 1.5% active | AID 1006;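 active = inhibition above about 50% when tested at 10 µM, limit read from the data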
NF-kB expr up = raises NF-kB expression in human neuronal cells; NF-kB reporter expression; stronger effect = higher value; fold change at 12.5 µM; 190,000 tested, 1.6% active; in the data active = fold change above about 3.3
PMI act satM6P = PMI (human) activation, high substrate | activation factor at 20 µM | AID 1216 | P34949 | 190,000 tested, 0.34% active | coupled PMI enzyme assay, resazurin fluorescence, 20 min; stronger effect = higher value; 1 = untreated enzyme, 0 = substrate-free blank;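 active = activation factor of 2 or more at 20 µM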
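Material: human phosphomannose isomerase with PGI, G6PDH, diaphorase coupling enzymes / Reagent: Man-6-P substrate 1.0 mM / Dosing: single compound dose of 20 µM, 1% DMSO final / Incubation: enzyme reaction with compound 20 min at room temperature / Signal: resorufin fluorescence (Ex 544/Em 590 nm) from resazurin via diaphorase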
TNAP inh noacc = TNAP (human) inhibition, acceptor-free conditions; P05186; purified TNAP, CDP-star luminescence, 30 min; inhibition, % at 20 µM; 200,000 tested, 0.26% active; AID 1012;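 active = tissue-nonspecific alkaline phosphatase inhibition above about 50% at 20 µM in the single-dose screen, limit read from the data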;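 also: 0% = DMSO negative control and 100% = EDTA positive control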
TNAP act hiacc = activators of human TNAP at high phosphate acceptor concentration | purified TNAP, CDP-star luminescence, 1 M DEA, 30 min; stronger effect = higher value; 0 = EDTA background, 1 = DMSO-only activity | P05186 | 200,000 tested, under 10 active | activation factor at 20 µM;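 active = activation factor at least 2 at 20 µM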
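system = human TNAP | amount = enzyme diluted 1/800 final | reagent = 100 µM CDP-star substrate | signal = luminescent substrate turnover signal | dosing = one dose, 20 µM | benchmarks = EDTA negative control, DMSO positive control | measure = activation factor | timing = 30 min reaction, room temperature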
Active calls of the source: *; nt = no result given.

1: Cc1ccccc1C(=O)Oc1ccccc1N1C(=O)C2CC=CCC2C1=O (stereo not given)
2: COc1ccc(CN2CCN(S(=O)(=O)c3ccc(C)cc3)CC2)cc1Br
3: O=C1C(Cc2ccccc2)SC(=Nc2ccccc2)N1c1ccccc1 (stereo not given)
4: CC1(C(=O)c2ccccc2)C2c3c(ccc4ccccc34)OC(=O)C21C(=O)N1CCOCC1 (stereo not given)
5: O=C1OC2(CCCCC2)OC(=O)C1=CNc1ccc2c(c1)OCO2
6: O=C(Nc1ccccc1)NC1(C(=O)NCc2ccc3c(c2)OCO3)CCCCC1
7: CC1=N/C(=C/c2ccco2)C(=O)O1
8: COc1cccc(NC(=O)c2ccc(NC(=O)C(C)C)cc2)c1

Screen / compound no.	1	2	3	4	5	6	7	8
FLuc act counter	1.1	1	1.1	1	0.9	1	1	0.7
bIAP activator	1.1	1.1	1	1.1	0.9	1	0.9	1
PMI activator	1	0.8	0.9	0.9	0.9	0.7	1.2	1
TNAP inh hi DEA	-3	0	-2	-3	-1	-13	-1	-5
APP 5'UTR act	12	-7	-14	-13	1	1	13	31
FLuc inh counter	-6	-2	-7	-3	7	0	-3	28
NF-kB expr up	1.2	1.4	1.5	1	1.4	0.91	0.98	1.9
PMI act satM6P	1	0.9	0.9	0.9	0.8	0.8	0.8	0.8
TNAP inh noacc	-1	-1	-10	-9	3	-13	-10	-9
TNAP act hiacc	1	1	1	1	1	1.1	1	1

9: O=C(N1CCCC1)C12CC3CC(CC(C3)C1)C2
10: O=C1C(C2=C(O)c3ccccc3C2=O)=Nc2ccccc21
11: Cc1ccc(CCNC(=O)c2coc3nc4ccccc4nc23)cc1
12: Cc1ccc(S(=O)(=O)N2CCN(C(=O)c3ccccc3)C2C(C)C)cc1 (stereo not given)
13: Cc1ccc(-c2nnc(COc3cccc(-n4cnnn4)c3)o2)cc1
14: Cc1c(Br)cc(C(=O)O)c(C)c1C
15: OC(c1cccc(OCc2ccccc2)c1)c1nnc(-c2ccccc2)o1 (stereo not given)
16: O=c1oc2ccc(Cl)cc2cc1-c1ccccc1

Screen / compound no.	9	10	11	12	13	14	15	16
FLuc act counter	1	0.7	1.1	1	1	1.1	1	1.1
bIAP activator	0.9	0.9	1	1	1	0.9	0.9	1
PMI activator	1	1.1	1	1.2	1.1	1	0.9	0.9
TNAP inh hi DEA	0	-3	-7	-4	-4	-4	-3	-1
APP 5'UTR act	-11	31	nt	-7	-1	3	8	27
FLuc inh counter	-4	30	-7	2	3	-8	-3	-6
NF-kB expr up	1.3	1	1	0.92	1.3	1.3	0.78	1.8
PMI act satM6P	1	0.8	1	1.2	1	1.1	0.9	1
TNAP inh noacc	-8	1	-10	1	-13	-5	-7	3
TNAP act hiacc	1	1	1.1	1	1	1	1	1

17: O=C(CCCSc1nc2ccccc2[nH]1)Nc1nnc(C2CC2)s1
18: O=C(NNC(=S)Nc1ccc(Br)cc1Cl)c1ccco1
19: COc1ccccc1N1CCN(C(CNC(=O)C2CCCCC2)c2cccnc2)CC1 (stereo not given)
20: COc1ccc(CCNC(=O)c2cc(-c3ccccc3O)n[nH]2)cc1OC
21: CC(=O)CC(=O)Nc1nc(C)cc(C)n1
22: COCCn1nnnc1C(c1cc2cc(C)ccc2[nH]c1=O)N1CCc2ccccc21 (stereo not given)
23: CC(C)(C)NS(=O)(=O)c1ccc2c(c1)oc(=O)c1cc(S(=O)(=O)NC(C)(C)C)ccc12
24: COc1ccc2c(c1)CC(C1(O)C(=O)N(C)c3ccccc31)C2=O (stereo not given)

Screen / compound no.	17	18	19	20	21	22	23	24
FLuc act counter	1	1	1	1	1	1	1	1.1
bIAP activator	1.1	1	1	2*	1.1	0.9	0.9	0.9
PMI activator	0.9	0.8	0.9	0.9	0.9	0.7	1	1
TNAP inh hi DEA	-1	-2	-1	-41	-3	2	-4	-5
APP 5'UTR act	5	59	4	-13	1	nt	-14	21
FLuc inh counter	-4	2	-3	-5	-2	-2	-4	-10
NF-kB expr up	1.1	1	1.1	1.2	1.1	1	0.98	0.89
PMI act satM6P	1.1	1	0.9	1	0.9	0.9	1.1	1
TNAP inh noacc	-14	-125	-8	-149	-16	1	-6	-13
TNAP act hiacc	1	1	1	1.4	1	1	1	1.1

25: Cc1ccccc1N1CCN(CCCCN2C(=O)C3CCCN3C2=O)CC1 (stereo not given)
26: CCOC(=O)N1CCN(C(c2cccc(OC)c2)c2sc3nc(C)nn3c2O)CC1 (stereo not given)
27: CCCOc1ccc(NC(=O)C2CC(=O)N/C(=N/N=C(\C)CCc3ccc4c(c3)OCO4)S2)cc1 (stereo not given)
28: CN1CCN(CCCNC(=O)c2nnc(Cc3c(F)cccc3Cl)o2)CC1
29: CC(C)NOC(=O)c1ccc(Cl)cc1
30: CC(C)CC(NC(=O)C(NC(=O)OC(C)(C)C)C(C)C)C(=O)N1CCCC1C(N)=O (stereo not given)
31: Cc1cc(C)c(/C([O-])=C(/C(=S)Nc2ccc(SC(F)F)cc2)[n+]2ccccc2)cc1C
32: CC(C)C(c1nnnn1C1CCCC1)N1CCC(C(N)=O)CC1 (stereo not given)

Screen / compound no.	25	26	27	28	29	30	31	32
FLuc act counter	1.1	1.1	1.1	1	1	1	1	1
bIAP activator	1.3	1.1	1.2	0.9	1	1	1	1
PMI activator	1.3	0.9	0.8	1	1	1	0.9	0.9
TNAP inh hi DEA	-8	-6	-5	-2	-4	-5	0	-8
APP 5'UTR act	0	-10	-2	16	-8	-10	2	-15
FLuc inh counter	-5	-6	-7	-2	-2	-4	-2	-3
NF-kB expr up	1.1	1.4	1.3	1.1	1.2	0.97	1.4	1.2
PMI act satM6P	1.3	1	0.9	1.1	1	0.9	1	1
TNAP inh noacc	-12	-12	-4	-8	-6	-12	-10	-12
TNAP act hiacc	1.1	1.1	1	1	1	1.1	1	1.1

33: COc1ccc2ccccc2c1/C=N/NC(=S)Nc1cc(S(=O)(=O)N2CCOCC2)ccc1N1CCOCC1
34: Cc1ccc(C)c(NC(=S)N2CCC(N(C)CC3CCCO3)CC2)c1 (stereo not given)
35: CCN(CC)S(=O)(=O)c1ccc2c(c1)nc(CCC(=O)Nc1ccc3c(c1)OCO3)n2C
36: OCCC1CN(Cc2cccs2)CCN1Cc1ccccc1 (stereo not given)
37: Cc1cc(C)n2nc(CC(=O)NCc3ccc(F)cc3)nc2n1
38: CC(C)(C)C1CCC2(CC1)C(C#N)=C(SCC(=O)NC1CCCCC1)NC(=O)C2C#N (stereo not given)
39: Cc1ccc(CSc2nnc(SCC(=O)N/N=C/C=C/c3ccco3)s2)cc1
40: Cc1ccc(S(=O)(=O)N2CCN(CC(=O)Nc3ccc([N+](=O)[O-])cc3)CC2)cc1C

Screen / compound no.	33	34	35	36	37	38	39	40
FLuc act counter	1	1	1	1	1	1.2	0.8	1.1
bIAP activator	1	1.1	0.9	1	1	1	1.1	0.9
PMI activator	1	1	1.1	1.1	1	0.8	1.2	0.8
TNAP inh hi DEA	7	0	4	-1	2	-4	2	-2
APP 5'UTR act	-3	11	-9	-8	15	-4	-22	-9
FLuc inh counter	-1	-3	-1	-4	3	-23	16	-5
NF-kB expr up	1.1	1.1	0.95	1	1.1	0.55	0.9	1.1
PMI act satM6P	0.7	1.1	1	1.2	1.1	0.9	1.1	0.9
TNAP inh noacc	1	-8	-18	-5	-27	-3	-6	-11
TNAP act hiacc	0.9	1	1	1	1	1	1	1

41: COC(=O)C1=C(N)Oc2cc(C)n(Cc3ccccc3)c(=O)c2C1c1ccccc1 (stereo not given)
42: COc1ccc(NC(=O)CN2c3cccc4cccc(c34)S2(=O)=O)cc1
43: O=C(N/N=C/c1ccco1)c1cc(Br)ccc1OCc1ccccc1
44: O=S(=O)(c1cccs1)N1CCN(CC(O)COC2CCCc3ccccc32)CC1 (stereo not given)
45: N#CC(C(=O)NC1CCCCC1)c1nc2ccccc2nc1N1CCN(c2ccccc2F)CC1 (stereo not given)
46: O=C(Nc1nnc(COc2ccccc2)s1)C1CCN(S(=O)(=O)c2ccc(Cl)cc2)CC1
47: CCCCOc1ccccc1C1NC(=O)NC(C)=C1C(=O)OCc1ccco1 (stereo not given)
48: CCCC1CC(C)(C(=O)Cn2[nH]c(=O)ccc2=O)OC1=O (stereo not given)
49: Cc1ccc(C(=O)CSc2nnc(-c3ccc4[nH]c(C)c(C)c4c3)o2)cc1C
50: CCCOc1ccc(C(=O)c2nc3c(n2O)CCCCC3)cc1

Screen / compound no.	41	42	43	44	45	46	47	48	49	50
FLuc act counter	1.1	1	1	1.1	1.1	1	1	1	1	1.1
bIAP activator	0.9	0.9	0.9	1	1	0.9	1	0.9	0.9	0.9
PMI activator	0.9	0.7	1	1	1	0.9	0.9	1	0.9	1.3
TNAP inh hi DEA	-6	3	2	-6	8	3	-3	0	-3	-4
APP 5'UTR act	9	2	-6	-1	10	nt	2	11	-12	-15
FLuc inh counter	-6	-2	-2	-8	-13	-2	-3	-2	0	-5
NF-kB expr up	0.68	0.88	1.1	0.76	1	0.98	1	0.84	0.95	1.2
PMI act satM6P	0.9	0.5	1	1	1	0.9	0.9	1	0.9	1.3
TNAP inh noacc	-17	-2	-8	-2	4	-6	-10	-9	-5	-16
TNAP act hiacc	1.1	1	1	1.1	0.9	1	1	1	1	1

Structures from the list above containing two or more sulfur atoms:
17: O=C(CCCSc1nc2ccccc2[nH]1)Nc1nnc(C2CC2)s1
23: CC(C)(C)NS(=O)(=O)c1ccc2c(c1)oc(=O)c1cc(S(=O)(=O)NC(C)(C)C)ccc12
31: Cc1cc(C)c(/C([O-])=C(/C(=S)Nc2ccc(SC(F)F)cc2)[n+]2ccccc2)cc1C
33: COc1ccc2ccccc2c1/C=N/NC(=S)Nc1cc(S(=O)(=O)N2CCOCC2)ccc1N1CCOCC1
39: Cc1ccc(CSc2nnc(SCC(=O)N/N=C/C=C/c3ccco3)s2)cc1
44: O=S(=O)(c1cccs1)N1CCN(CC(O)COC2CCCc3ccccc32)CC1 (stereo not given)
46: O=C(Nc1nnc(COc2ccccc2)s1)C1CCN(S(=O)(=O)c2ccc(Cl)cc2)CC1

Screen / compound no.	17	23	31	33	39	44	46
FLuc act counter	1	1	1	1	0.8	1.1	1
bIAP activator	1.1	0.9	1	1	1.1	1	0.9
PMI activator	0.9	1	0.9	1	1.2	1	0.9
TNAP inh hi DEA	-1	-4	0	7	2	-6	3
APP 5'UTR act	5	-14	2	-3	-22	-1	nt
FLuc inh counter	-4	-4	-2	-1	16	-8	-2
NF-kB expr up	1.1	0.98	1.4	1.1	0.9	0.76	0.98
PMI act satM6P	1.1	1.1	1	0.7	1.1	1	0.9
TNAP inh noacc	-14	-6	-10	1	-6	-2	-6
TNAP act hiacc	1	1	1	0.9	1	1.1	1

Screening data as filed in PubChem BioAssay.

Not a hit list; any-hit rate near 3.6%.
